Kir21 inh = inhibitors of mouse Kir2.1 inward-rectifier potassium channel; Inward rectifier potassium channel 2 (Mus musculus), P35561; HEK293-Kir2.1, FluxOR thallium flux fluorescence; hits give low values; B-score at 10 µM; actives 0.85% (n = 310,000); AID 1672, 2009;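 active = fluorescence ratio B-score at or below minus 3 SD of library scores, with starting-brightness B-score within 2 SD, cut at about -4.2 in these data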;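 also: channel flux triggered by added potassium and thallium sulfate stimulus; B-score of peak minus minimum fluorescence over baseline after thallium stimulus; more negative B-score means stronger Kir2.1 block with less thallium influx; some compounds called inactive have numbers as strong as hits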
Target sequence (P35561 whole entry, looked up): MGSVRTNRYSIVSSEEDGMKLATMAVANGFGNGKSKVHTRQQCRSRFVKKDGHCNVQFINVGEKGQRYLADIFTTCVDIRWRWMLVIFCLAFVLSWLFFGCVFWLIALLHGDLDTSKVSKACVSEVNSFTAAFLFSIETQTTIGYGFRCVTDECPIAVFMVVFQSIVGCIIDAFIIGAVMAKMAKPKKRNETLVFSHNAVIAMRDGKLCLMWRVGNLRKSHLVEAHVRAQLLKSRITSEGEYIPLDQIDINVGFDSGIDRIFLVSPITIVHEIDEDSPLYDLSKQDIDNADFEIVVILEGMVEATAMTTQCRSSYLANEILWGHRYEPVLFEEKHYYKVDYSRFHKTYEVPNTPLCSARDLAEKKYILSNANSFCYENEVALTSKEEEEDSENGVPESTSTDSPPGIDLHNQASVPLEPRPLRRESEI
CHT block = inhibitors of human choline transporter CHT. High affinity choline transporter 1 (Homo sapiens), Q9GZV3. actives 0.86% (n = 310,000). B-score at 10 µM. CHT-expressing cells, membrane potential dye, choline response; hits give low values;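 active = B-score over 3 SD under the library average, and starting fluorescence ratio not unusually high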;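 also: choline stimulus applied at its EC90 after an EC20 pre-addition; B-score computed on integrated fluorescence ratio after choline addition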
Target sequence (Q9GZV3 whole entry, looked up): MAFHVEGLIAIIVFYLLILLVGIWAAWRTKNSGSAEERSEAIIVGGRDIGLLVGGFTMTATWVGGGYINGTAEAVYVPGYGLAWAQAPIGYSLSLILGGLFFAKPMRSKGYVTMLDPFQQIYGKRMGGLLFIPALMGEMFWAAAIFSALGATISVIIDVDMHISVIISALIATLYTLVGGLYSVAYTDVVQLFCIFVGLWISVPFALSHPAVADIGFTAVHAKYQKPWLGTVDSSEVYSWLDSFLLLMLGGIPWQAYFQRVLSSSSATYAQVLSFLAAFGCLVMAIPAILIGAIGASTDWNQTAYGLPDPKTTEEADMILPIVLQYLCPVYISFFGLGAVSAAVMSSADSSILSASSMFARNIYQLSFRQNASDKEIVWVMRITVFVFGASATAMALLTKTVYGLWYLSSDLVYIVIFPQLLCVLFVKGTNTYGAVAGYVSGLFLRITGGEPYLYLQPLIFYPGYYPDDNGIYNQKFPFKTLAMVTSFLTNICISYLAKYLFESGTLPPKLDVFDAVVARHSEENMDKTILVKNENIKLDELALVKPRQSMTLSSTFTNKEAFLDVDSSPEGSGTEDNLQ
KCNQ2 inh = KCNQ2 potassium channel inhibitors, primary screen, cell-based, CHO-K1, FluxOR thallium flux, B-score (AID 2156) | actives 1.1% (n = 310,000) | B-score at 10 µM | Potassium voltage-gated channel subfamily KQT member 2 (Rattus norvegicus), O88943 | 20 min; hits give low values;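 active = fluorescence ratio B-score at most minus 3 library SDs, with starting brightness B-score within 2 library SDs, cut at about -5.5 in these data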
* = called active by the depositor; i = inactive.

| CHT block | KCNQ2 inh | Kir21 inh | SMILES |
| --- | --- | --- | --- |
| i | i | -1.9 | CN=C(Nc1cc(C)nn1-c1ccccc1)c1ccccc1 |
| i | i | -0.19 | O=C(Nc1ccc(NC(=O)C2CC2)nc1)c1cccs1 |
| i | i | -0.46 | C=CCNc1cc(C)oc(=O)c1C(=O)CCC |
| i | i | -0.08 | CCOC(=O)C1CCCN(c2c(Nc3ccc(OCC)cc3)c(=O)c2=O)C1 (stereo unspecified) |
| i | i | -0.31 | CCn1c(CNc2ccc(F)cc2)nnc1SCC#N |
| i | i | 0.56 | CCSc1nnc(NC(=O)COc2ccc(Cl)cc2)s1 |
| i | i | 1.8 | Cc1cc(N(C)/N=C/c2ccccc2O)nc(-c2ccccc2O)n1 |
| i | i | -2.4 | O=C(Cc1cccs1)N(CC1CCCO1)C1(C(=O)NC2CCCC2)CCCCC1 (stereo unspecified) |
| i | i | 0.01 | CC(C)c1ccc(-c2csc3nc[nH]c(=O)c23)cc1 |
| i | i | 0 | COc1ccc(NC(=O)CSc2ccc3ccccc3c2)cc1S(=O)(=O)N1CCCCC1 |
| i | i | 1.2 | Cc1cc(C(F)F)n2nc(C(=O)O)nc2n1 |
| i | i | -6* | CN(C)CCOCCOc1ccc(Cl)cc1C(C)(C)C |
| i | i | 0.37 | COc1ccccc1C(=O)Nc1ccc2c(c1)CCCN2C(=O)c1ccccc1 |
| i | i | 1 | Cc1nnc(SCCN2C(=O)c3ccccc3C2=O)[nH]c1=O |
| i | i | -0.27 | Cc1ccc2cc(CN(Cc3ccco3)C(=O)NCc3ccccc3)c(=O)[nH]c2c1C |

Single records, as listed above:
`CCSc1nnc(NC(=O)COc2ccc(Cl)cc2)s1` is listed as CHT block: i; KCNQ2 inh: i; Kir21 inh: 0.56
`O=C(Nc1ccc(NC(=O)C2CC2)nc1)c1cccs1` is listed as CHT block: i; KCNQ2 inh: i; Kir21 inh: -0.19

Carrying on:
| CHT block | KCNQ2 inh | Kir21 inh | SMILES |
| --- | --- | --- | --- |
| i | i | 0.91 | CCn1nc(C)cc1C(=O)Sc1cccc(Br)c1 |
| i | i | -0.25 | CN(C)CCCNC(=O)c1cc(C(=O)c2c(Cl)cccc2Cl)c[nH]1 |
| i | i | 0 | COc1ccc(CCNC(=O)CN(C)S(=O)(=O)c2ccc(Br)s2)cc1OC |
| i | i | -0.05 | CNC(=S)N/N=C(\C)c1cccc(C(F)(F)F)c1 |
| i | i | 0.22 | Cc1ccc(NC(=O)c2cc(C)n(-c3ccccc3)c2C)cc1 |
| i | i | 0.77 | C=C(C)COc1ccc(-c2[nH]ncc2-c2ccccc2OC)c(O)c1 |
| i | i | 1.1 | COc1ccc(NC(=O)c2ccccc2[N+](=O)[O-])cc1 |
| i | i | 0.33 | CCc1nnc(NC(=O)CN2CCN(c3cccc(OC)c3)CC2)s1 |
| i | i | -0.19 | C=C(C)CSc1nc2ccccc2c(=O)n1-c1c(C)n(C)n(-c2ccccc2)c1=O |
| i | i | 0.73 | CCn1c(=O)c(C(=O)NNC(=O)c2ccc(Cl)cc2Cl)c(O)c2ccccc21 |
| i | i | 0.67 | Cc1cc(OCC(=O)Nc2ccccn2)c2c(C)c(C)c(=O)oc2c1 |
| i | i | 1.4 | CC(=O)N1CCCc2ccc(NS(=O)(=O)c3ccccc3)cc21 |
| i | i | -1.8 | COC(=O)c1nnn(-c2nonc2N)c1CSc1ccccn1 |
| i | i | -0.04 | CCCC(NC(=O)c1ccco1)c1nc2ccccc2[nH]1 (stereo unspecified) |
| i | i | -0.05 | O=C1CCC(NC(=O)c2ccccc2)C(=O)N1 (stereo unspecified) |
| i | i | 0.24 | OCCN(CCO)CC(O)CN(c1ccccc1)c1ccccc1 (stereo unspecified) |
| i | i | 0.14 | O=C(Nc1ccccc1)Nc1ccc(Oc2ncnc3cc(Cl)ccc23)nc1 |
| i | i | 1.9 | O=C(c1ccccc1)C1CCN(CC(=O)N2CCN(c3ccccc3)CC2)CC1 |
| i | i | -0.67 | CCc1ccc(NC(=O)CCc2c(C)nn(-c3ccc(N4CCOCC4)nn3)c2C)cc1 |
| i | i | 1 | CCCN(CCC)S(=O)(=O)c1ccc(C(=O)NNC(=O)c2cc(OC)c(OC)c(OC)c2)cc1 |
| i | i | -1 | CCOC(=O)CNC(=S)N(Cc1ccccc1)Cc1cccnc1 |
| i | i | 0.6 | Cc1ccc(NC(=O)c2sc(N)nc2C)cc1 |
| i | i | 0.76 | CCC(C(=O)NC1CCCCC1)N(Cc1cccs1)C(=O)c1snc(C(N)=O)c1N (stereo unspecified) |
| i | i | 1.9 | COC(=O)c1[nH]c2cccc(OC)c2c1NC(=O)CN1CCC(C(N)=O)(N2CCCCC2)CC1 |
| i | i | -0.57 | CCCCC1(C(=O)OC)NC(c2ccc(O)cc2)C2C(=O)N(c3ccccc3)C(=O)C21 (stereo unspecified) |
| i | i | -1.3 | COc1ccc(CN2CCC(n3nccc3NC(=O)C3CC3)CC2)c(OC)c1OC |
| i | i | -0.24 | CCOCCCNC(=O)C(NC(=O)CNC(C)=O)c1ccc(C)cc1 (stereo unspecified) |
| i | i | -0.98 | O=S(=O)(c1ccc2ccccc2c1)N1CCN(C(=S)Nc2ccccc2F)CC1 |
| i | i | -0.29 | COc1ccccc1/C=C/C=N/NC(=O)CCC1C(=O)NN=C1C (stereo unspecified) |
| i | i | -1.5 | O=C(N/N=C/c1ccc(-c2ccccc2[N+](=O)[O-])o1)c1cccnc1 |
| i | i | -0.02 | Cc1cc(=O)c(C(=O)O)nn1-c1cccc(C(F)(F)F)c1 |
| i | i | -1.5 | CC(C)[C@H](NS(=O)(=O)c1ccc2c(c1)OCCO2)C(=O)OCC(=O)Nc1cccc(Cl)c1Cl |
| i | i | 0.84 | O=C(C1=C(O)C(=O)N(Cc2ccco2)C1c1ccccc1F)c1cccs1 (stereo unspecified) |
| i | i | 1.6 | CSc1ccccc1N=CC1=C(O)CC(C)(C)CC1=O |
| i | i | -1.9 | CCCCN(C)CCNC(=O)c1ccc(Cn2c(=S)[nH]c3ccc(Br)cc3c2=O)cc1 |
| i | i | -1.6 | CC1Cc2cc(S(=O)(=O)N3CCC(C(N)=O)CC3)ccc2N1C(=O)C1CC1 (stereo unspecified) |
| i | i | 1.6 | COc1ccc(OCC(O)CNC(=O)c2ccc(Br)cc2)cc1 (stereo unspecified) |
| i | i | 0.09 | CCC(C(=O)NCc1ccccc1OC)n1nc(C)n2c(cc3occc32)c1=O (stereo unspecified) |
| i | i | 1.6 | COc1ccc(NC(=O)CC(NCc2ccccn2)C(=O)O)cc1 (stereo unspecified) |
| i | i | -2.2 | Cc1ccccc1C(=O)Nc1nnc(SC(C)C)s1 |
| i | i | 1.8 | O=C(O)CCC(=O)Nc1ccc(-c2nnc(-c3ccco3)o2)cc1 |
| i | i | 1.3 | Cc1cc(NC(=O)C2CC(=O)N(c3cccc(C)c3C)C2)no1 (stereo unspecified) |
| i | i | -0.36 | COc1ccc(N2C(=O)CC(N3CCN(c4ccc(Cl)cc4)CC3)C2=O)cc1 (stereo unspecified) |
| i | i | 0.03 | CC(O)CNCCNCc1cccs1 (stereo unspecified) |
| i | i | -0.86 | CC(C)c1ccc(NC(=O)COC(=O)CCC(=O)c2cccs2)cc1 |
| i | i | 1.6 | CCN(C(=O)CSc1nc2ccccc2c(=O)n1-c1ccc(C)cc1)C1CCS(=O)(=O)C1 (stereo unspecified) |
| i | i | -1.7 | CCOc1ccccc1Nc1ncnc2ccc(Br)cc12 |
| i | i | -1.5 | C=CCN1C(=O)C(O)=C(C(C)=O)C1c1ccccc1F (stereo unspecified) |
| i | i | 0.31 | O=C(Cn1ccc2ccccc2c1=O)Nc1ccc2c(c1)OCO2 |
| i | i | -1.8 | C/C(N)=C(/C#N)C(=O)COC(=O)c1ccccc1O |
| i | i | -1.3 | CC(NC(=O)CN1CCCC1)C12CC3CC(CC(C3)C1)C2 (stereo unspecified) |
| i | i | 1.1 | CCC(C)NC(=S)N1CCN(Cc2ccccc2)CC1 (stereo unspecified) |
| i | i | -3 | CC1CCC(N2CCN(c3ncccn3)CC2)CC1 (stereo unspecified) |
| i | i | -0.75 | CC(=O)Oc1ccc(N(C(C)=O)S(=O)(=O)c2ccc(Cl)cc2)c2ccccc12 |
| i | i | 0.37 | COC(=O)c1ccc(C)c(NS(=O)(=O)c2cn(C)nc2C)c1 |
| i | i | 0.02 | Cc1cc(C)cc(NC(=O)N2CCCN(Cc3c(F)cccc3Cl)CC2)c1 |
| i | i | -1.1 | O=C(Nc1ccc(CN2CCCCC2)cc1)c1cc(Br)ccc1Cl |
| i | i | 0.98 | CN1C(=O)COc2ccc(C(=O)c3ccccc3C(=O)O)cc21 |
| i | i | -1.3 | COc1ccc(N2CCN(c3cc(C)c4ccccc4n3)CC2)cc1 |
| i | i | -1.6 | CC1=NN(C(C#N)c2ccccc2O)C(C)(C)C1 (stereo unspecified) |

Continued:
| CHT block | KCNQ2 inh | Kir21 inh | SMILES |
| --- | --- | --- | --- |
| i | i | -0.57 | CCN(CC)C(=S)NC(=O)c1ccc(F)cc1 |
| i | i | -0.03 | CSc1ccccc1C(=O)N(C)Cc1ccccc1 |
| i | i | -0.19 | CCCn1nnc(NC(=O)C(C)C)n1 |
| i | i | -1.2 | CC1Cc2nc(SCC(=O)N3CCN(c4ccccc4)CC3)n(C)c(=O)c2S1 (stereo unspecified) |
| i | i | 0.72 | COc1ccc(-c2cc(C(N)=O)nc(N3CCCCCC3)n2)cc1 |
| i | i | 2.4 | CCC(C)C(NC(=O)C1CCC(C)CC1)C(=O)NCCCN1CCCCC1CC (stereo unspecified) |
| i | i | -0.18 | Cc1cccc(NC(=O)NC(=S)NC(=O)c2ccccc2)c1 |
| i | i | 2.3 | CCc1ccc(/C=C2\Oc3ccc(C(=O)OC)cc3C2=O)cc1 |
| i | i | -0.01 | COc1cccc(NC(=O)CN(C)C(=O)Cc2ccc(Cl)cc2Cl)c1 |
| i | i | -0.81 | COC(=O)c1ccc(/C=N/NC(=O)C(=O)NCC2CCCO2)cc1 (stereo unspecified) |
| i | i | -0.35 | COc1cc(NC(=O)c2cc(C)on2)cc(OC)c1OC |
| i | i | 0.11 | COc1cccc(-n2nnnc2SCC(=O)NC2CCCC2)c1 |
| i | i | 0.84 | COc1ccc(NC(=O)CSc2nccn2Cc2ccccc2)c(OC)c1 |
| i | i | 0.14 | O=c1[nH]c(CN2CCc3ccccc32)nc2scc(-c3cccs3)c12 |
| i | i | 0.89 | CCCOc1nc(C)cc(COC)c1C(N)=O |
| i | i | -0.76 | C(#Cc1ccccc1)C[N+]1(CC#Cc2ccccc2)CCCCC1 |
| i | i | 0 | CCOc1ccc(NC(=O)CN(C)C(=O)CSCc2ccc(C)cc2)cc1OCC |
| i | i | 0.89 | Cc1ccc(C)c(NC(=O)C(Sc2nc3ccccc3c(=O)n2CC(C)C)c2ccccc2)c1 (stereo unspecified) |
| i | i | -0.39 | COc1ccc(/C=C2\SC(=S)N(CCC(=O)N3CCCCC3CCO)C2=O)cc1 (stereo unspecified) |
| i | i | 0.9 | Cc1cccc(C)c1NC(=O)Cn1c(CN2CCCCC2)nc2ccccc2c1=O |
| i | i | 0.15 | CC(=O)c1ccc(COC(=O)c2ccccc2NC(=O)C(C)C)cc1 |
| i | i | -0.12 | COc1ccc(NC(=O)CC2SC(=O)NC2=O)cc1 (stereo unspecified) |
| i | i | -0.57 | C=COC(=O)CSc1snc(SCC(=O)OC)c1C#N |
| i | i | -2 | CCCCc1ccc(NC(=O)CSC2=NN3CCCC(=O)N=C3S2)cc1 |
| i | i | -0.27 | CC(C)(C)c1ccc(S(=O)(=O)NCc2ccc(C(=O)N3CCOCC3)cc2)cc1 |
| i | i | -0.23 | Cc1c(C(=O)N2CCN(Cc3ccccc3)CC2)oc2c1C(=O)CCC2 |
| -6.8* | i | 0.93 | COc1cc(OC)cc(C(=O)NC(=S)NNC(=O)[C@H]2C[C@@H]2c2ccccc2)c1 |
| i | i | 2.7 | NS(=O)(=O)c1ccc(N=Nc2c(-c3ccccc3)[nH]n(-c3nc(-c4ccccc4)cs3)c2=O)cc1 |
| i | i | 0.03 | Cc1[nH]c2ccccc2c(=O)c1CN1CCCCCC1 |
| i | i | 0.2 | CCc1ccccc1NC(=O)CSc1nnc(-c2ccncc2)o1 |
| i | i | 0.7 | CC1(C)NC(=O)N(CCOc2ccc3c(c2)CCC3)C1=O |
| i | -7.3* | 0.18 | COc1ccc(N2CCOCC2)c(NC(=O)c2cc3ccccc3o2)c1 |
| i | i | -0.29 | Cc1cc2oc(=O)cc(CN3CCOCC3)c2cc1Cl |
| i | i | 0.66 | COc1ccc(CNS(=O)(=O)c2cc(CN3C(=O)c4cccnc4C3=O)ccc2OC)cc1 |
| i | i | 1.6 | O=c1c2c3c(sc2nc2n1CCCC2)CCC3 |
| i | i | 0.16 | CC1(C)Cc2c(cnn2-c2cccc(F)c2)C(NC(=O)C2CCOCC2)C1 (stereo unspecified) |

Shown with two lines to a compound: three of the compounds above
Screens in order: CHT block, KCNQ2 inh, Kir21 inh
> C(#Cc1ccccc1)C[N+]1(CC#Cc2ccccc2)CCCCC1
 : i, i, -0.76
> CCOc1ccc(NC(=O)CN(C)C(=O)CSCc2ccc(C)cc2)cc1OCC
 : i, i, 0
> Cc1ccc(C)c(NC(=O)C(Sc2nc3ccccc3c(=O)n2CC(C)C)c2ccccc2)c1 (stereo unspecified)
 : i, i, 0.89
